ERG-DNA inh – blocks human ERG Ets domain binding to DNA; P11308; fluorescence polarization, His-ERG Ets domain / labelled DNA; Potency, µM (highest dose often 76.9 µM), without a hit: top-dose FP activity, negative = inhibition, usual class: inhibitors; 370,000 compounds, 0.028% hits; AID 624246; active means well fitted inhibition curve with a large enough effect in the polarisation, with a control signal flat; inconclusive means small, poorly fitted or top-dose-only effect, or effect the other way, or a change in a side signal; inactive means no such curve, though single readings can be large or run the other way; the % refers to the polarisation;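 further: polarization taken with two DNA probes labelled with fluorescein and Texas red; % of control where 0% means no effect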
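His-tagged ERG Ets domain (1 uM in the protein solution; 300mM KCl, 50mM Tris-HCl, 1mM EDTA, 1mM DTT, pH 7.5) received compound, then a probe mix of 5 nM fluorescein-DNA and 100nM Texas-615-DNA. Fluorescence polarization was read for both dyes.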
PGK inhibitor – inhibitors of T. brucei phosphoglycerate kinase; PGK/GAPDH coupled, Kinase-Glo luminescence, 60 min; 380,000 compounds, 0.043% hits; Potency, µM (series often up to 57.5 µM), for inactives: top-dose activity change, negative = inhibition, most hits filed as inhibitors; P07378; further: on the % scale 0 is the no-effect control and ±100 the full control effect; nearly all actives have a fitted effect of over 60% in size
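Luminescent ATP detection (Kinase-Glo Plus) follows a 60-minute room-temperature incubation, with wells lacking PGK as controls. Buffer: 100 mM TEA (pH 7.6), 5 mM MgCl2, 0.01% Tween-20. Coupling enzyme GAPDH (100 nM final) supplies unstable 1,3-BPG in-well.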
Pin1 inhibitor – blocks the human prolyl isomerase Pin1; Q13526; Pin1 FP peptide displacement, HiFluor488, 10 min; Potency, µM (series often up to 115 µM), inactives show at the top dose activity, negative = inhibition, most hits filed as inhibitors; 390,000 compounds, 0.009% hits; AID 504891; active means well fitted inhibition curve with a large enough effect in the polarisation, with a control signal flat, not every such curve was filed as active; inconclusive means small, poorly fitted or top-dose-only effect, or effect the other way, or a change in a side signal; inactive means no such curve, though single readings can be large or run the other way; the % refers to the polarisation; further: on the % scale 0 is the no-effect control and ±100 the full control effect
Target sequence (Q13526 whole entry, looked up): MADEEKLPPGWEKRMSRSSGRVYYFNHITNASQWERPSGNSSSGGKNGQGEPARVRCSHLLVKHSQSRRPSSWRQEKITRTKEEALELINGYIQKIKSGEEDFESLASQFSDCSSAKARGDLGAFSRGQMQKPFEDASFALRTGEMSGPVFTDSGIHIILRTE
12-LOX inh – ALOX12 (human) lipoxygenase inhibition | P18054 | purified 12hLO, xylenol orange hydroperoxide absorbance | Potency, µM (titrated, usually from 108 µM), for the others: at the highest dose activity change, negative = inhibition, hits mostly inhibitors | 580,000 compounds, 1.1% hits | AID 1671190; further: on the % scale 0 is the no-effect control and ±100 the full control effect
Target sequence (P18054 whole entry, looked up): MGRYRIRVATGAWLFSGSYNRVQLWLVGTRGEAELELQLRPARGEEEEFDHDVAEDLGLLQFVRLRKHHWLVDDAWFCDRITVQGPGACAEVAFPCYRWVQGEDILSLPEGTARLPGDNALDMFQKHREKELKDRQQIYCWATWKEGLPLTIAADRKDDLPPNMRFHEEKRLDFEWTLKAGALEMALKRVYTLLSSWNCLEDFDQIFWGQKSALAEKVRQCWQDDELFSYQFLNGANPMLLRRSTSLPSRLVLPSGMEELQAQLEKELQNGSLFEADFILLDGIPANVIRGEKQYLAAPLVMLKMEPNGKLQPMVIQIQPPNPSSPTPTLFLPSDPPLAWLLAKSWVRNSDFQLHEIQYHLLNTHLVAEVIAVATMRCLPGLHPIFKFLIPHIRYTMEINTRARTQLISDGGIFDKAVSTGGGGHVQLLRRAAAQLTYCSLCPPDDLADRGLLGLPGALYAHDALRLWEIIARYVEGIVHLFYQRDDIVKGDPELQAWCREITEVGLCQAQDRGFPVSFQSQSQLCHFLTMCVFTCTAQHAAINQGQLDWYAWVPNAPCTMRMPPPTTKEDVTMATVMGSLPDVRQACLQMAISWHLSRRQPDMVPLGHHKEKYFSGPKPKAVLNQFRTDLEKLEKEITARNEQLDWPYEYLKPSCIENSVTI
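Hydroperoxide product was detected by ferrous iron/xylenol orange as the 573 to 405 nm absorbance ratio. Arachidonic acid at 40 uM (final) was turned over for 30 min at room temperature by 150 nM human 12hLO, pH 7.0 Hepes buffer, after 15 min compound preincubation.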
HP1b binding inh – HP1-beta chromodomain-methylated histone interaction inhibition; P83916; AlphaScreen HP1-beta / biotin-H3K9me3 peptide binding; Potency, µM (highest dose often 114 µM), for the others: at the top dose activity change, negative = inhibition, usual class: inhibitors; 390,000 compounds, 0.56% hits; AID 540317; further: nearly all actives have a fitted effect of over 70% in size; inactives centre near 23
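HP1-beta protein (50 nM final) preincubated 30 min at room temperature with biotinylated H3(1-18)K9me3 peptide (50 nM) in PBS pH 7.4, 0.01% Tween-20, then compound added for 30 min. AlphaScreen streptavidin donor/nickel chelate acceptor beads (10 ug/mL final), 30 min dark, luminescence read.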
JMJD2A Tudor – inhibitors of human JMJD2A Tudor domain; O75164; AlphaScreen JMJD2A-Tudor / H3K4me3 peptide binding; Potency, µM (series often up to 114 µM), for inactives: at the top dose activity change, negative = inhibition, hits mostly inhibitors; 390,000 compounds, 4.4% hits; AID 504339; further: on the % scale 0 is the no-effect control and ±100 the full control effect; nearly all actives have a fitted effect of over 50% in size
rTrxR1 inhibitor – rat TrxR1 inhibition; 390,000 compounds, 1% hits; AID 588453; Potency, µM (highest dose often 114 µM), for inactives: at the top dose activity change, negative = inhibition, most hits filed as inhibitors; recombinant rTrxR1, NADPH fluorescence consumption, selenite substrate; further: on the % scale 0 is the no-effect control and ±100 the full control effect; nearly all actives have a fitted effect of over 65% in size
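Rat TrxR1 (90 nM in the dispensed reagent) was pre-reduced with 400 uM NADPH for 5 min at room temperature, then incubated with compound for 15 min. After 400 uM selenite was added, NADPH fluorescence (Ex 340/Em 450 nm) was followed for 8 min.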
GLS inh – glutaminase GLS (human) inhibition. O94925. GLS enzymatic activity, qHTS titration. Potency, µM (top dose mostly 45.5 µM), for the others: top-dose activity change, negative = inhibition, most hits filed as inhibitors. 410,000 compounds, 0.21% hits. AID 624170; further: on the % scale 0 is the no-effect control and ±100 the full control effect
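hKGA in 45 mM KH2PO4 pH 8.2, 0.02% Tween-20 with pin-transferred compounds; 1 mM L-glutamine (stock) plus glutamate oxidase/HRP/Amplex Red coupling added. Fluorescence read initially and after 30 min at RT.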
RGS4 inh – blocks human RGS4-accelerated GTP hydrolysis. P49798. Transcreener GDP fluorescence polarization, RGS4-accelerated GTP hydrolysis. Potency, µM (highest dose often 114 µM), inactives show at the highest dose activity change, negative = inhibition, most hits filed as inhibitors. 390,000 compounds, 0.039% hits; further: on the % scale 0 is the no-effect control and ±100 the full control effect; nearly all actives have a fitted effect of over 75% in size; some results filed as inactive show a strong effect at the top dose
Target sequence (P49798 whole entry, looked up): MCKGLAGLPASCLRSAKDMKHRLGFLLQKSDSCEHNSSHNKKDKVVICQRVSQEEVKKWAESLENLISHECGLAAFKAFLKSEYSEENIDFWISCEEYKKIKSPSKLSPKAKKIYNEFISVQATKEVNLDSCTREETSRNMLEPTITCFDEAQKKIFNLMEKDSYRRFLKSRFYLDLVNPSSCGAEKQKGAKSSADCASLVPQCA
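MLSMR compounds (23 nl, pin-transferred) preincubated 10 min at room temperature with a 500nM (2x) first reagent, then RGS4 at 900nM (2x) plus Transcreener GDP mix added; fluorescence polarization (620/688 nm) read before and after 90 min at 30 °C.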
The depositor's hits bear a star; i = inactive; ? = inconclusive; . = not tested or not shown; & = joins results of further samples; [ ] = dose if it differs, or a comment. Unless noted, the call rests on the fitted dose curve; in most records, active means well fitted curve in the direction sought with a large enough effect; inconclusive means small, poorly fitted or top-dose-only effect, or another doubt; inactive means no such curve, though single readings can be large; an effect the other way counts as inactive or inconclusive. Potency means the concentration at half of the fitted maximal effect. These rows are one share of the data; the hit share may differ from the screen's.

Fields: ERG-DNA inh	PGK inhibitor	Pin1 inhibitor	12-LOX inh	HP1b binding inh	JMJD2A Tudor	rTrxR1 inhibitor	GLS inh	RGS4 inh
1) COc1cccc(-n2cc(C(=O)Oc3cccc(C(F)(F)F)c3)c3ccccc3c2=O)c1
    17%	i	3%	-30%	22%[57 µM]	-17%	12%[57.1 µM]	1%	-8%
2) c1ccc(-c2c[n+]3c(n2-c2ccccc2)CCC3)cc1
    8%	i	2%	0%	33%	-1%	24%	-10%	-8%
3) CCCn1c(SCC(=O)NC(C)C23CC4CC(CC(C4)C2)C3)n[nH]c1=O (stereo unspecified)
    2%	-1%	-2%	2%	28%	-28%	13%[57.1 µM]	0%	-37%
4) COc1ccc(-n2c(SCC(=O)Nc3ccccc3OC)nc(O)c(Cc3ccccc3)c2=O)cc1
    8%	5%	0%	2%	24%	-21%	21%	9%	11%
5) O=C(CNC(=O)c1ccccc1F)OCn1nnc2ccccc2c1=O
    -16%	-1%	-5%	17%	34%	4%	?	3%	22%
6) O=C(OCC(F)(F)C(F)F)c1ccccc1C(=O)Oc1ccc(F)cc1F
    -6%	-6%	?	-4%	96%[activator]	45%[activator]	25%	1%	1%
7) CCOC(=O)C(C)Oc1ccc2c(CC)cc(=O)oc2c1C (stereo unspecified)
    -1%	5%	3%	-4%&0%	22%	-15%	-1%[57.1 µM]	-1%	12%
8) COc1ccc(CC(NC(C)=O)C(=O)NC2CCN(S(=O)(=O)c3ccccc3)CC2)cc1OC (stereo unspecified)
    -6%	6%	-1%	8%	14%	-1%	18%	3%	14%
9) Cc1cc(N2CCN(C3CCCC3)CC2)n2c(nc3ccccc32)c1C#N
    -1%	-8%	4%	-2%	38%	-1%	24%	3%	2%
10) Cc1c(NC(=O)OC(C)C)sc(=S)n1C
    11%	.	0%	-30%	-21%	-26%	-19%	-6%	-26%
11) C/C(=N\OC(=O)c1ccc(C)cc1)c1c(C)nc2cc(C)ccn12
    -5%	-4%	?	0%	38%	-26%	28µM*	7%	8%
12) Cc1ccccc1S(=O)(=O)N1[C@@H](c2ccc(Cl)cc2)C(C(=O)O)=CC[C@H]1c1ccc(Cl)cc1
    3%	-8%	.	?	28%	-20%	-2%	34%[activator]	23%
13) COc1cc(OC)c(-c2sc(Nc3ccccc3)n[n+]2-c2ccc(F)cc2)cc1OC
    -6%	2%	-3%	1%	41%[activator]	-12%	-8%	0%	9%
14) CN(C(=O)c1ccc(NC(=O)Cc2ccc(NC(=O)C3CCN(C(=O)C4CCCCC4)CC3)cc2)cc1)C1CC1
    2%	-8%	-5%	-1%	38%	-10%	23%[57.1 µM]	-1%	22%
15) CN(C(=O)c1cccs1)c1ccccc1C(=O)O
    -2%	1%	1%	-6%	12%	-9%	7%	7%	5%
16) CCOc1ccc(NC(=O)c2cc(-c3ccc(C)c(F)c3)on2)c([N+](=O)[O-])c1
    0%	-2%	2%	-5%	23%	-5%	11%	-8%	-12%
17) O=C(CCC(=O)Nc1ccccc1Cl)NNS(=O)(=O)c1ccc(Cl)cc1
    15%	1%	-1%	-8%	42%[activator]	13%	3%	17%	-5%
18) CCOc1ccc(NC(=O)CSc2nc(=O)n(Cc3cccnc3)c3c2CCC3)cc1
    10%	-1%	14%	-26%	14%	-23%	-9%	2%	15%
19) Fc1ccc(-n2ncc3c(N4CCN(c5ccccc5F)CC4)ncnc32)cc1
    10%	-2%	-11%	-2%	26%	-17%	-4%[57.1 µM]	13%	-3%
20) O=C(CSc1nc2c([nH]c3ccccc32)c(=O)n1-c1ccccc1F)NCC1CCCO1 (stereo unspecified)
    10%	i	-3%	204%[activator]	-5%	-20%	22%	6%	5%
21) Cc1c(C)n(Cc2ccccc2)c2ccc(C(=O)NCc3ccco3)cc12
    -7%	11%	63%[activator]	-16%	3%	?	10%[57.1 µM]	-2%	-16%
22) Cc1cc(C(F)(F)F)n2nc(-c3sccc3-n3cccc3)cc2n1
    -2%	-2%	-6%	-10%	32%	17%	-2%	-9%	-24%
23) O=C(COC(=O)c1ccccc1NCCO)Nc1ccc(S(=O)(=O)NC2=NCCCCC2)cc1
    -3%[15.4 µM]	-6%	-8%	?	39%[activator]	3%	-9%	13%	-3%
24) Cc1cccc(NC(=O)CSc2nnc(C)c(=O)[nH]2)c1
    -6%	-1%	-4%	-17%	50%[activator]	-26%	17%	6%	4%
25) CC(C)CC(=O)N1CCN(C(=O)c2ccc(-c3ccccc3)cc2)CC1
    -18%	-3%	1%	0%	41%[activator]	-9%	20%	-10%	17%
26) COc1cccc2c(O)cc(=O)n(C)c12
    .	i	-3%	-3%	14%	-1%	-21%	1%	-24%
27) CC(=O)c1cccc(N(C(=O)c2ccco2)C(C(=O)NC2CCCC2)c2ccccc2F)c1 (stereo unspecified)
    -9%	2%	-5%	19%	12%	-4%	-4%	0%	-2%
28) O=C(CC(O)CCc1ccccc1)c1ccc(O)cc1 (stereo unspecified)
    6%	-4%	-3%	7%	7%	-23%	13%	11%	-4%
29) Cn1cc(C(c2ccccn2)c2cn(C)c3ccccc23)c2ccccc21
    3%	-8%	51%[activator]	?	?	22µM*	-16%	4%	-14%
30) CS(=O)(=O)c1ncc(CO)n1Cc1ccccc1
    -9%	-3%	-5%	1%	22%	-6%	11%	9%	8%
31) Cc1ccc(/C=C(\C#N)C(=O)Nc2cccc(Cl)c2)o1
    -10%	.	60%[activator]	1%	19%	-14%	7%	8%	25%
32) CCN(CC)S(=O)(=O)c1cccc(NC(=O)COc2ccc(C#N)cc2OC)c1
    9%	i	-1%	0%	36%	-7%	-1%[57.1 µM]	-1%	-5%
33) COc1cc(C(c2sc3nc(C)nn3c2O)N2CCN(c3ccccc3)CC2)cc(OC)c1OC (stereo unspecified)
    -5%	-7%	-1%	25%	36%	-18%	14%[57.1 µM]	31%[activator]	11%
34) S=c1[nH]nc(Nc2cccc(Cl)c2)s1
    -1%	-3%	0%	?	28%	-15%	-13%	-2%	-33%[56.9 µM]
35) CCN(CC)CC(=O)N1c2ccccc2CCc2ccc(NC(=O)c3cc(OC)c(OC)c(OC)c3)cc21
    0%	8%	17%	116%[activator]	22%	-16%	11%[57.1 µM]	2%	-10%
36) O=C(Nc1nc2ccccc2s1)NC1CCCCC1
    3%	-7%	-1%	?	30%	-9%	17%	11%	-5%
37) O=C1C(NS(=O)(=O)c2cccs2)=C(N2CCN(c3cccc(Cl)c3)CC2)C(=O)c2ccccc21
    -1%	-2%	-12%	?	?	7.1µM*	-28%	7%	-1%

Of the compounds above, these contain fluorine.
Fields: ERG-DNA inh	PGK inhibitor	Pin1 inhibitor	12-LOX inh	HP1b binding inh	JMJD2A Tudor	rTrxR1 inhibitor	GLS inh	RGS4 inh
1) COc1cccc(-n2cc(C(=O)Oc3cccc(C(F)(F)F)c3)c3ccccc3c2=O)c1
    17%	i	3%	-30%	22%[57 µM]	-17%	12%[57.1 µM]	1%	-8%
5) O=C(CNC(=O)c1ccccc1F)OCn1nnc2ccccc2c1=O
    -16%	-1%	-5%	17%	34%	4%	?	3%	22%
6) O=C(OCC(F)(F)C(F)F)c1ccccc1C(=O)Oc1ccc(F)cc1F
    -6%	-6%	?	-4%	96%[activator]	45%[activator]	25%	1%	1%
13) COc1cc(OC)c(-c2sc(Nc3ccccc3)n[n+]2-c2ccc(F)cc2)cc1OC
    -6%	2%	-3%	1%	41%[activator]	-12%	-8%	0%	9%
16) CCOc1ccc(NC(=O)c2cc(-c3ccc(C)c(F)c3)on2)c([N+](=O)[O-])c1
    0%	-2%	2%	-5%	23%	-5%	11%	-8%	-12%
19) Fc1ccc(-n2ncc3c(N4CCN(c5ccccc5F)CC4)ncnc32)cc1
    10%	-2%	-11%	-2%	26%	-17%	-4%[57.1 µM]	13%	-3%
20) O=C(CSc1nc2c([nH]c3ccccc32)c(=O)n1-c1ccccc1F)NCC1CCCO1 (stereo unspecified)
    10%	i	-3%	204%[activator]	-5%	-20%	22%	6%	5%
22) Cc1cc(C(F)(F)F)n2nc(-c3sccc3-n3cccc3)cc2n1
    -2%	-2%	-6%	-10%	32%	17%	-2%	-9%	-24%
27) CC(=O)c1cccc(N(C(=O)c2ccco2)C(C(=O)NC2CCCC2)c2ccccc2F)c1 (stereo unspecified)
    -9%	2%	-5%	19%	12%	-4%	-4%	0%	-2%

From PubChem BioAssay
